MEP2-GFP yeast: alters MEP2-GFP fluorescence in TOR pathway yeast screen | S. cerevisiae MEP2-GFP strain, flow cytometry GFP, 3 h; 100% = DMSO control level | GFP response vs DMSO, % at 10 µM | hit rate 0.51% among 330,000 | AID 2016;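 active = GFP response versus DMSO above a set limit, roughly screen mean plus 3 SD, cut at about 180% in these data; inconclusive = fewer than 70 cells counted for a yeast strain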;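 also: median GFP fluorescence of the barcode-gated MEP2-GFP cells per well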
CR mimetic SO: lowers age-related superoxide in aged yeast cells | S. cerevisiae aged cells, superoxide DHE fluorescence; active compounds read low | superoxide response (% of plate mean), % at 10 µM | hit rate 0.18% among 330,000;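 active = superoxide response under a set limit, about three screen SD below normal, cut at about 65% in these data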;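 also: yeast aged for seven days with compound at 30 °C before DHE staining; 100% = average MFI of all compound-treated wells on the plate with controls excluded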
RPL19A TOR yeast: yeast TOR pathway RPL19A-GFP modulation; S. cerevisiae RPL19A-GFP strain, flow cytometry, 3 h; active compounds read low; percent response vs DMSO, % at 10 µM; hit rate 0.3% among 330,000;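 active = percent response vs DMSO below 50%; inconclusive = fewer than 70 events counted for the yeast strain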;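 also: median channel GFP fluorescence of the barcoded RPL19A-GFP strain; ratio of sample median GFP to plate DMSO average so 100% = DMSO; lower means less RPL19A-GFP as with rapamycin TOR inhibition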
Efflux pump mplx: blocks antifungal efflux pumps in multiplex yeast assay; inhibition, % at 10 µM; hit rate 0.44% among 330,000; S. cerevisiae Candida pump triplex, Nile Red efflux;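 active = plate passing quality check with inhibition over a set limit, or well fluorescence over plate mean plus 4 SD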;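 also: Nile Red retained in pooled yeast measured as flow cytometry median fluorescence; 0% = buffer negative control and 100% = Enniatin B positive control; higher means more Nile Red kept so more efflux inhibition; some compounds called inactive have numbers as strong as hits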
CIT2-GFP yeast: yeast TOR pathway CIT2-GFP modulation | S. cerevisiae CIT2-GFP strain, flow cytometry, 3 h; 100 means same as DMSO wells | GFP response vs DMSO, % at 10 µM | hit rate 0.065% among 320,000 | AID 2029;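 active = GFP response relative to DMSO above a set limit, near the screen mean plus 3 SD, cut at about 150% in these data; inconclusive = Fewer than 70 cells measured for a yeast strain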;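 also: ratio of well median GFP fluorescence to mean of DMSO wells on the plate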
AHR act: activates the human aryl hydrocarbon receptor; P35869; AHR-responsive luciferase reporter cells, luminescence; activation, % at 5 µM; hit rate 2.5% among 320,000; AID 2796; in the data active = activation above about 47%;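 also: 0% = vehicle wells and 100% = reference agonist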
Target sequence (P35869 whole entry, looked up): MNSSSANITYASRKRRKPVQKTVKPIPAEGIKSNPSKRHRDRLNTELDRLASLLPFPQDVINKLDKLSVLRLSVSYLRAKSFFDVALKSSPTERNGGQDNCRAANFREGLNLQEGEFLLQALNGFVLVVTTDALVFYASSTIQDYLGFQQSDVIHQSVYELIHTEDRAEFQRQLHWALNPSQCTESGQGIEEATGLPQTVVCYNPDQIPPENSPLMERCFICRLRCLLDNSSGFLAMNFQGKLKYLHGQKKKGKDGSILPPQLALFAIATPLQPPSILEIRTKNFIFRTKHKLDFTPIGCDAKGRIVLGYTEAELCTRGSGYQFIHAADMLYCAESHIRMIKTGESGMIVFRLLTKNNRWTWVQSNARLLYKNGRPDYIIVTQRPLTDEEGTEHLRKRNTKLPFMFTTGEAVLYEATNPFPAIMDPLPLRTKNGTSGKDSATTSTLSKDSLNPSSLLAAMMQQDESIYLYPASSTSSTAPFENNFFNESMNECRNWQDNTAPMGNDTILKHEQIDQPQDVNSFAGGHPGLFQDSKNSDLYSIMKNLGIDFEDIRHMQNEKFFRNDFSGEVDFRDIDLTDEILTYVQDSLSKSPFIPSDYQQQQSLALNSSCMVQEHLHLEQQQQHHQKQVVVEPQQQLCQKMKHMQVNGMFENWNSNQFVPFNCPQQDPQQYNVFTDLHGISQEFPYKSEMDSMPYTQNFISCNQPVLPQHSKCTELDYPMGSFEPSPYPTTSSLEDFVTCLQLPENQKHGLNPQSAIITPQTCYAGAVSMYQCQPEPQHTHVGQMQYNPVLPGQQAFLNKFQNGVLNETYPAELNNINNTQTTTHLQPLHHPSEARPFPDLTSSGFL
AGP1-GFP MLPCN: modulators of TOR pathway AGP1-GFP in S. cerevisiae. S. cerevisiae AGP1-GFP multiplex flow cytometry, 3 h; GFP as percent of DMSO wells. GFP response vs DMSO, % at 10 µM. hit rate 0.02% among 320,000;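 active = GFP response relative to DMSO above a set limit, near screen average plus 3 SD, cut at about 150% in these data; inconclusive = fewer than 70 cells counted for the yeast strain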;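 also: median GFP channel fluorescence of the gated AGP1 strain per well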
LAP4 TOR yeast: modulators of TOR pathway LAP4-GFP in S. cerevisiae; S. cerevisiae LAP4-GFP multiplex, flow cytometry GFP, 3 h; median GFP as percent of DMSO wells; GFP response vs DMSO, % at 10 µM; hit rate 0.34% among 320,000; AID 2023;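 active = GFP response vs DMSO above a set limit, about the screen mean plus 3 SD, cut at about 150% in these data; inconclusive = under 70 cell events counted for the yeast strain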
* = called active by the depositor; ? = inconclusive; · = no result given; [ ] = remark or other dose.

SMILES | MEP2-GFP yeast | CR mimetic SO | RPL19A TOR yeast | Efflux pump mplx | CIT2-GFP yeast | AHR act | AGP1-GFP MLPCN | LAP4 TOR yeast
O=C1CC(N2CCC(O)CC2)C(=O)N1c1ccc(Br)cc1 (configuration not stated) | 100 | 98 | 98 | 0.0 | 98 | 4 | 101 | 97
CCOc1ccc(S(=O)(=O)NC(C)C(=O)NCc2cccnc2)cc1 (configuration not stated) | 96 | 101 | 98 | 0.2 | 99 | -1 | 98 | 97
Cc1nnc(-c2cnn(-c3ccccc3)c2N)n1Cc1ccc(F)cc1 | 99 | 101 | 104 | 0.0 | 112 | 8 | 106 | 99
COc1ccc(Cl)cc1NC(=S)NCCC(c1ccccc1)c1ccccc1 | 110 | 86 | 108 | -0.1 | 109 | 3 | 114 | 108
CN(C)C(=O)c1cc(C(=O)Cc2ccccc2)c[nH]1 | 106 | 110 | 103 | -0.1 | 93 | 0 | 97 | 93
Cc1cc(C)cc(NC(=O)CCN2CC(C)OC(C)C2)c1 (configuration not stated) | 98 | 93 | 96 | 0.0 | 95 | 2 | 97 | 97
O=C(COC(=O)c1cccc(NS(=O)(=O)/C=C/c2ccccc2)c1)Nc1ccccc1OC(F)F | 105 | 111 | 106 | 0.1 | 104 | 6 | 97 | 95
Cc1cc(C)nc(N/N=C/c2ccccc2OCc2ccc(Br)cc2)n1 | 104 | 93 | 98 | 0.0 | 95 | 9 | 101 | 96
C=CCn1c(COc2ccc(Cl)cc2)nnc1SCC(=O)c1c(N)n(C)c(=O)n(C)c1=O | 107 | 109 | 109 | 0.3 | · | 9 | 105 | 98
Cc1noc(NS(=O)(=O)c2ccc(NC(=O)CCCOc3ccc(Cl)cc3Cl)cc2)c1C | 105 | 103 | 95 | 0.1 | 93 | 1 | 26 | 97
O=c1c2ccccc2ncn1-c1ccc(Cl)cc1[N+](=O)[O-] | 84 | 112 | 87 | 0.0 | 80 | -4 | 94 | 99
CC1(C)C/C(=N\O)c2cc3c(nc2C1)CCCC3 | 101 | 123 | 103 | 0.0 | 108 | 0 | 106 | 98
Cc1ccc(NC(=O)NCc2cccnc2)cc1Cl | 93 | 104 | 93 | -0.2 | 91 | 22 | 90 | 89
Cc1cccc(OCCOc2ccccc2C=C(C#N)C#N)c1 | 100 | 106 | 97 | -0.1 | 97 | 1 | 92 | 89
N#CCCN(C(=O)COc1ccc(Br)cc1F)c1ccc(F)cc1 | 87 | 107 | 95 | 0.3 | 75 | 0 | 80 | 85
Cc1sc(/C=C2\C(=O)ON=C2c2ccccc2)cc1Br | 103 | 121 | 103 | 0.1 | 98 | -1 | 91 | 91
O=C(CN1CCCC1)Nc1ccc(NC(=O)Nc2ccccc2Cl)cc1 | 90 | 105 | 92 | 0.0 | 83 | 0 | 87 | 85
CCOC(=O)N1CCC2(CC1)CC(=O)c1cc(O)ccc1O2 | 100 | 94 | 96 | -0.1 | 98 | 2 | · | 95
O=C(Nc1ccccc1-c1nnn(CC(=O)N2CCCc3ccccc32)n1)c1cccc(Cl)c1 | 100 | 109 | 98 | -0.2 | 105 | 0 | 103 | 101
CCc1nnc(NS(=O)(=O)c2ccc(NC(=O)c3ccc(C#N)cc3)cc2)s1 | 112 | 99 | 100 | -0.1 | 98 | -1 | 97 | 94
COc1ccc(/C=C/C(=O)NCCCn2ccnc2)cc1 | 111 | 99 | 121 | 0.1 | 111 | 12 | 110 | 114
Cc1noc(NS(=O)(=O)c2ccc(N3CC(O)=C(c4ccccc4)C3=N)cc2)c1C | 102 | 91 | 99 | 0.1 | 103 | -1 | 99 | 98
CC(=O)NC(Cc1cccc(F)c1)C(=O)NC1CCN(C(=O)c2ccc(C)cc2)CC1 (configuration not stated) | 92 | 97 | 98 | -0.1 | 95 | 0 | 101 | 102
Cn1c(=O)c2sccc2n(Cc2cccc(Br)c2)c1=O | 99 | 100 | 102 | 0.1 | 93 | 3 | 99 | 102
Cc1ccc(NC(=O)CCC(=O)OC(C(=O)c2ccc(C)c(C)c2)c2ccccc2)c(C)c1 (configuration not stated) | 109 | 99 | 96 | -0.1 | 98 | 0 | 99 | 94
COc1ccc(C(=O)CN2C(=O)COc3ccccc32)cc1 | 89 | 116 | 90 | -0.2 | 88 | -1 | 89 | 95
CCNC(=O)CN1C(=O)NC(Cc2ccccc2)(Cc2ccccc2)C1=O | 103 | 96 | 102 | 0.0 | 99 | 0 | 109 | 107
S=c1[nH]nc(-c2ccc(Br)cc2)n1-c1ccc(Br)cc1 | 112 | 100 | 97 | 0.2 | 98 | 0 | 101 | 103
CCOC(=O)c1cnc(-n2cc(C)cn2)nc1NCc1ccc2c(c1)OCO2 | 90 | 99 | 98 | 0.2 | 101 | 1 | 97 | 100
CCN(CC(=O)NC1CCS(=O)(=O)C1)C(=O)c1cc(OC)c(OC)c(OC)c1 (configuration not stated) | 109 | 91 | 103 | -0.1 | 106 | 1 | 101 | 98
COc1ccc(-n2c(=O)c3ccccc3n(CC(=O)NC3CCCCC3)c2=O)c(OC)c1 | 102 | 105 | 94 | 0.2 | 100 | 0 | 92 | 92
CCOc1ccc(NC(=S)NCc2nc3ccccc3[nH]2)cc1 | 90[may fluoresce red] | 105 | ? | -0.1 | 81[may fluoresce red] | 4 | 58[may fluoresce red] | ?
COc1ccc(-c2nnc3cccc(Cl)n23)c(OC)c1 | 103 | 96 | 100 | 0.0 | 103 | 1 | 105 | 100
Cc1ccccc1N(CC(=O)NCc1ccncc1)S(C)(=O)=O | 102 | 108 | 100 | -0.1 | 98 | 2 | 109 | 100
O=C(O)c1cc(N2C(=O)C3C4C=CC(C4)C3C2=O)ccc1NCc1cccnc1 (configuration not stated) | 101 | 101 | 101 | -0.2 | 104 | 0 | 100 | 110
COC1CCN(C(=O)C2CCC(=O)N(C3CCCCCC3)C2)CC1 (configuration not stated) | 111 | 96 | 106 | -0.1 | 105 | 0 | 106 | 102
Cc1ccc(S(=O)(=O)Nc2ccc(S(=O)(=O)Nc3nccs3)cc2)cc1C | 99 | 92 | 99 | -0.5 | 99 | 0 | 98 | 97
COC(=O)C(Cc1c[nH]c2ccccc12)NC(=O)c1cccs1 (configuration not stated) | 96 | 90 | 91 | 0.0 | 91 | 4 | 97 | 98
Nc1ncn(CC(=O)c2ccccc2)n1 | 102 | 106 | 105 | 0.1 | 106 | -4 | 110 | 101
CCOC(=O)CNC(c1ccccc1)c1cc(Br)ccc1NC(=O)OCC (configuration not stated) | 93 | 112 | 96 | 0.1 | 101 | -2 | 96 | ·
Cn1cnnc1SC1CCCCC1NS(=O)(=O)c1ccccc1 (configuration not stated) | 108 | 77 | 102 | -0.3 | 109 | 2 | 102 | 108
CC(C)c1[nH]nc2c1C(Cc1ccccc1)C(C#N)=C(N)O2 (configuration not stated) | 98 | 102 | 100 | 0.2 | 96 | 23 | 105 | ·
CCCCCNC(=O)[C@@H]1CSC2c3ccccc3C(=O)N21 (some centres not stated) | 104 | 88 | 106 | 0.1 | 98 | 0 | 89 | 90
CSc1cccc(CN2CCCC(CO)(Cc3cccc(Cl)c3)C2)c1 (configuration not stated) | 106 | 112 | 100 | 0.2 | 101 | 1 | 93 | 86
COCCNc1cc(C)nc2c(-c3ccccc3OC)c(C)nn12 | 99 | 96 | 102 | 0.0 | 105 | 1 | 101 | 97

15 of the compounds above, in markdown:
| Structure | MEP2-GFP yeast | CR mimetic SO | RPL19A TOR yeast | Efflux pump mplx | CIT2-GFP yeast | AHR act | AGP1-GFP MLPCN | LAP4 TOR yeast |
| --- | --- | --- | --- | --- | --- | --- | --- | --- |
| S=c1[nH]nc(-c2ccc(Br)cc2)n1-c1ccc(Br)cc1 | 112 | 100 | 97 | 0.2 | 98 | 0 | 101 | 103 |
| CCOC(=O)c1cnc(-n2cc(C)cn2)nc1NCc1ccc2c(c1)OCO2 | 90 | 99 | 98 | 0.2 | 101 | 1 | 97 | 100 |
| CCN(CC(=O)NC1CCS(=O)(=O)C1)C(=O)c1cc(OC)c(OC)c(OC)c1 (configuration not stated) | 109 | 91 | 103 | -0.1 | 106 | 1 | 101 | 98 |
| COc1ccc(-n2c(=O)c3ccccc3n(CC(=O)NC3CCCCC3)c2=O)c(OC)c1 | 102 | 105 | 94 | 0.2 | 100 | 0 | 92 | 92 |
| CCOc1ccc(NC(=S)NCc2nc3ccccc3[nH]2)cc1 | 90[may fluoresce red] | 105 | ? | -0.1 | 81[may fluoresce red] | 4 | 58[may fluoresce red] | ? |
| COc1ccc(-c2nnc3cccc(Cl)n23)c(OC)c1 | 103 | 96 | 100 | 0.0 | 103 | 1 | 105 | 100 |
| Cc1ccccc1N(CC(=O)NCc1ccncc1)S(C)(=O)=O | 102 | 108 | 100 | -0.1 | 98 | 2 | 109 | 100 |
| O=C(O)c1cc(N2C(=O)C3C4C=CC(C4)C3C2=O)ccc1NCc1cccnc1 (configuration not stated) | 101 | 101 | 101 | -0.2 | 104 | 0 | 100 | 110 |
| COC1CCN(C(=O)C2CCC(=O)N(C3CCCCCC3)C2)CC1 (configuration not stated) | 111 | 96 | 106 | -0.1 | 105 | 0 | 106 | 102 |
| Cc1ccc(S(=O)(=O)Nc2ccc(S(=O)(=O)Nc3nccs3)cc2)cc1C | 99 | 92 | 99 | -0.5 | 99 | 0 | 98 | 97 |
| COC(=O)C(Cc1c[nH]c2ccccc12)NC(=O)c1cccs1 (configuration not stated) | 96 | 90 | 91 | 0.0 | 91 | 4 | 97 | 98 |
| Nc1ncn(CC(=O)c2ccccc2)n1 | 102 | 106 | 105 | 0.1 | 106 | -4 | 110 | 101 |
| CCOC(=O)CNC(c1ccccc1)c1cc(Br)ccc1NC(=O)OCC (configuration not stated) | 93 | 112 | 96 | 0.1 | 101 | -2 | 96 | · |
| Cn1cnnc1SC1CCCCC1NS(=O)(=O)c1ccccc1 (configuration not stated) | 108 | 77 | 102 | -0.3 | 109 | 2 | 102 | 108 |
| CC(C)c1[nH]nc2c1C(Cc1ccccc1)C(C#N)=C(N)O2 (configuration not stated) | 98 | 102 | 100 | 0.2 | 96 | 23 | 105 | · |

The list goes on.
SMILES | MEP2-GFP yeast | CR mimetic SO | RPL19A TOR yeast | Efflux pump mplx | CIT2-GFP yeast | AHR act | AGP1-GFP MLPCN | LAP4 TOR yeast
c1cncc(CSc2nnc3ccc(-c4ccco4)nn23)c1 | 99 | 106 | 100 | 0.0 | 107 | 3 | 107 | 110
Cc1[nH]c2ccccc2c1-c1csc(NC(=O)CN2CCOCC2)n1 | 102 | 98 | 99 | -0.1 | 103 | 70* | 97 | 95
O=C(Nc1nccs1)c1ccc(Cl)c(S(=O)(=O)N2CCCCC2)c1 | 101 | 106 | 102 | -0.1 | 110 | 40 | 101 | 94
O=C(COC(=O)CNC(=O)c1cccs1)Nc1ccc(C(F)(F)F)cc1[N+](=O)[O-] | 106 | 110 | 104 | 0.0 | 104 | 3 | 108 | 107
COc1ccc(OC)c(/C=N/NC(=O)c2cc3c(OC)c(OC)ccc3[nH]2)c1 | 105 | 86 | 96 | -0.1 | 95 | 79* | 100 | 108
COc1ccc(CCNC(=O)CSC2=NS(=O)(=O)c3cc(Cl)ccc3N2)cc1OC | 96 | 102 | 97 | 0.0 | 100 | -1 | 105 | 97
COc1ccc(-c2cc(C(=O)NCCCN3CCCC3=O)c3ccccc3n2)cc1OC | 105 | 102 | 99 | 0.1 | 103 | 12 | 104 | 102
Cn1ccc(C(=O)OCC(=O)Nc2cccc3ccccc23)n1 | 118 | 91 | 92 | 0.1 | 101 | -1 | 100 | 105

Rows were taken by chance; any-hit rate near 3.9%.
